# Screens: PubChem BioAssay, several laboratories
# AHR activator: human AHR activation; P35869; AHR-responsive luciferase reporter cells, luminescence; activation, % at 5 µM; hit rate 2.5% among 320,000; in the data active = activation above about 47%;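 also: 0% = vehicle wells and 100% = reference agonist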
# MCL1 BIM primary: inhibitors of human MCL1 binding to BIM-BH3 peptide; inhibition, % at 10.9 µM; AID 2057; hit rate 0.68% among 320,000; Q07820; GST-MCL1 / FITC-Bim-BH3 fluorescence polarization;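 active = inhibition above the mean inhibition of all tested compounds plus 3 SD, set per campaign, cut at about 40% in these data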;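 also: 0% = DMSO wells and 100% = unlabeled Bim-BH3 peptide control; higher means more loss of mP so more displacement of Bim peptide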
# Target sequence (Q07820 whole entry, looked up): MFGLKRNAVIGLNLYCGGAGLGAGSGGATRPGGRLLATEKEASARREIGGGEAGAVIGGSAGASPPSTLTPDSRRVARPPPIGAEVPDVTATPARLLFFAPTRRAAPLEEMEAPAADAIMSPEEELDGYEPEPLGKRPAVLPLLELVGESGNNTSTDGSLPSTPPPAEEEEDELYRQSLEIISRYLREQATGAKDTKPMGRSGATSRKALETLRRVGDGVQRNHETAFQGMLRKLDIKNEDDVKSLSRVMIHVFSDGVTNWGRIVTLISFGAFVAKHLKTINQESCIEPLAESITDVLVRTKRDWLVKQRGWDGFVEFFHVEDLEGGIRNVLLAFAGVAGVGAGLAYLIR
# pPAFAH FP inh: pPAFAH (human) enzyme inhibition; AID 463082; recombinant pPAFAH, FP-rhodamine probe fluorescence polarization; hit rate 1.5% among 330,000; inhibition, % at 3.39 µM;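 active = inhibition above the mean inhibition across the screen plus 3 SD, cut at about 25% in these data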;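 also: inhibitors block binding of the rhodamine activity-based probe so polarization drops; 0% = enzyme with DMSO and 100% = wells lacking pPAFAH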
# Bcl-xL primary: blocks human Bcl-xL binding to Bim BH3 peptide; inhibition, % at 10.9 µM; Q07817; GST-Bcl-xL / FITC-Bim BH3 peptide fluorescence polarization; hit rate 0.7% among 320,000; AID 2129;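 active = inhibition above the mean of all tested compounds plus 3 SD, cutoff set per campaign, cut at about 30% in these data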;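 also: 0% = DMSO wells and 100% = unlabeled Bim-BH3 peptide competitor; inhibitors lower millipolarization by displacing the labeled peptide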
# MEX-5 binding: C. elegans MEX-5 TCR-2 RNA binding activity | hit rate 0.38% among 300,000 | Q9XUB2 | MEX-5/FITC-TCR2 RNA binding, fluorescence polarization; hits give low values | AID 1832 | activity score (negative = inhibition of binding), % at 10 µM;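 active = inhibition past about -25% in most replicates, and total fluorescence under double the plate's negative control median, limit read from the data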;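 also: 0% = DMSO and -100% = 5 µM competing unlabeled TCR2 RNA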
# Target sequence (Q9XUB2 whole entry, looked up): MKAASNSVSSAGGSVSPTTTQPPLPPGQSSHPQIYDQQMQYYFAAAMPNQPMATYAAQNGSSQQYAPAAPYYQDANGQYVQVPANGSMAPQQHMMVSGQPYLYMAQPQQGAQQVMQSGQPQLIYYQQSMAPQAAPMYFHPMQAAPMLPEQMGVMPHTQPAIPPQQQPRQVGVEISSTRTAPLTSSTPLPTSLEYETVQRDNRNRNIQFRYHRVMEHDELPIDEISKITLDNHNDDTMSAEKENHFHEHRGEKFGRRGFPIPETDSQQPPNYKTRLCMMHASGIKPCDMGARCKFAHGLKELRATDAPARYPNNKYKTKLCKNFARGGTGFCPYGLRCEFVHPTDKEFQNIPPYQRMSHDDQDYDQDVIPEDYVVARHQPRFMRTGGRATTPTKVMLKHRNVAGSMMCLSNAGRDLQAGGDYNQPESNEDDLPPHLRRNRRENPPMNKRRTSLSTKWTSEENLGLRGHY
# PAFAH1B2 inh: inhibitors of human PAFAH1B2; inhibition, % at 3.39 µM; P68402; recombinant PAFAH1B2, FP-rhodamine activity probe, fluorescence polarization; AID 492953; hit rate 1.2% among 340,000;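 active = inhibition above the mean of all tested compounds plus 3 SD, cut at about 24% in these data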;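 also: 0% = enzyme with DMSO and 100% = wells lacking PAFAH1B2; many of its hits are not listed in these tables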
# Target sequence (P68402 whole entry, looked up): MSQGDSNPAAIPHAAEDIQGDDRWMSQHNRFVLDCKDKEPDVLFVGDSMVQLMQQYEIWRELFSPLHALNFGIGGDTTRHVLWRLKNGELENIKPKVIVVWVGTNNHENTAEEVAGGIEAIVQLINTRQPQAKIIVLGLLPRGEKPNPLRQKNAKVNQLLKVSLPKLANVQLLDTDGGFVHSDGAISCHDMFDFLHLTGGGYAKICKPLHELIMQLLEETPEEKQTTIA
# GLD-1 RNA inh: GLD-1-TGE RNA interaction inhibition (C. elegans); purified GLD-1 + fluorescein TGE RNA, fluorescence polarization; inhibition, % at 5.96 µM; hit rate 0.44% among 320,000; AID 2280;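 active = percent inhibition above a per-plate cutoff, the plate mean of test compounds plus 3 SD, cut at about 30% in these data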;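 also: 0% = DMSO wells with GLD-1 and probe and 100% = wells lacking GLD-1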
# Fam108B inh: blocks mouse Fam108B hydrolase in RBBP9 counter-screen; recombinant Fam108B, FP-Rh probe fluorescence polarization; inhibition, % at 9.51 µM; hit rate 0.33% among 300,000; AID 1947;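 active = inhibition above the screen mean inhibition plus 3 SD, computed separately per campaign, cut at about 18% in these data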;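 also: inhibitors lower polarization as less probe binds the enzyme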
# PME-1 inh: blocks human protein phosphatase methylesterase 1; inhibition, % at 5.9 µM; hit rate 0.53% among 320,000; Q9Y570; recombinant PME-1, FP-Rh probe fluorescence polarization;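 active = inhibition above the campaign mean of all compounds plus 3 SD, cut at about 26% in these data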;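 also: competitive labeling of PME-1 active site by serine hydrolase directed probe; 0% = PME-1 with DMSO and 100% = wells lacking PME-1 enzyme; inhibitors block probe labeling so polarization falls and inhibition rises; many of its hits are not listed in these tables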
# An asterisk follows results filed as active; . = no result given. A portion of the library. The share of hits here may be higher or lower than overall.
SMILES,AHR activator,MCL1 BIM primary,pPAFAH FP inh,Bcl-xL primary,MEX-5 binding,PAFAH1B2 inh,GLD-1 RNA inh,Fam108B inh,PME-1 inh
Cc1cccc(N(C)S(=O)(=O)c2nnc(NC(=O)c3ccco3)s2)c1,1,1,5,1,-33*,6,1,4,5
CC(=O)C1=C(c2ccccc2)NC(=O)NC1c1ccc(O)c(O)c1 (stereo unspecified),-1,81*,5,13,-29*,5,7,2,-1
Cc1cc(C)c(C(=O)C2OC(=O)C(C)(C)C(=O)C2(C)C)c(C)c1 (stereo unspecified),4,1,2,6,0.9,5,5,-1,2
O=C(CSc1nc2ccccc2s1)CSc1nc2ccccc2s1,10,-3,27*,0,-0.7,-7,-6,-1,0
Cc1cc2nncn2c(Cc2ccccc2)n1,-5,5,-8,5,1.8,5,4,-8,-3
COc1ccc(Cl)cc1NC(=O)Cn1nnc(C(=O)NCCc2ccc(OC)c(OC)c2)c1N,2,-5,4,0,2.5,4,9,0,-1
Cc1onc(-c2ccccc2)c1C(=O)NC(=S)NNC(=O)c1ccccc1O,5,13,5,13,-1.7,10,7,3,4
CCOC(=O)CSc1nc(N2CCOCC2)c2c(c1C#N)CC(C)(C)OC2,-1,-2,-4,0,1.0,3,0,-2,1
COc1ccc(N2CCN(C(=O)NCc3ccc(C)cc3)CC2)cc1,4,2,-1,-1,-0.1,1,7,3,-3
c1ccc2c(-c3csc(-c4ccncc4)n3)c[nH]c2c1,58*,-4,6,0,0.4,2,-4,7,8
Cc1ccc(/C=N/NC(=O)CN2CCN(Cc3ccccc3Cl)CC2)o1,-1,4,4,3,3.7,0,-1,11,3
COc1ccc(CCC(=O)O)c(O)c1,1,6,3,3,-0.4,8,7,4,0
O=C1NC2(CCCc3ccccc32)C(=O)N1CCOc1ccc(Br)cc1 (stereo unspecified),0,-12,6,-4,0.4,12,1,3,2
CCc1nn(CC(=O)NCCN2CCN(C)CC2)c(=O)c2cc3c(OC)cccc3n12,0,3,5,1,-2.7,0,1,15,5
Nc1cccc(-c2ccc(CO)o2)c1,-5,8,6,1,-4.8,1,-1,1,4
COc1ccc(C2=NN3C(C2)c2ccccc2OC3c2cccs2)cc1 (stereo unspecified),2,-8,0,-1,4.3,1,-7,-6,-2
CN(C)c1ncnc(N(C)C)c1[N+](=O)[O-],0,-6,9,1,-0.3,4,3,0,-10
COc1ccc(-c2ccc(CCC(=O)O)n2NC(=O)c2ccc(C(C)(C)C)cc2)cc1,2,4,5,1,2.0,1,0,-1,-2
Cc1ccc(S(=O)(=O)Nc2cc(C(F)(F)F)ccc2N2CCOCC2)cc1C,4,6,2,8,0.3,-4,6,1,5
Cc1nc2ccccc2n1CC(=O)OCC(=O)NCCc1ccccc1,-4,-2,3,1,-3.5,3,14,4,-4

# Record cards, from the list above:
# `Cc1ccc(/C=N/NC(=O)CN2CCN(Cc3ccccc3Cl)CC2)o1` is entered as AHR activator: -1; MCL1 BIM primary: 4; pPAFAH FP inh: 4; Bcl-xL primary: 3; MEX-5 binding: 3.7; PAFAH1B2 inh: 0; GLD-1 RNA inh: -1; Fam108B inh: 11; PME-1 inh: 3
# `COc1ccc(-c2ccc(CCC(=O)O)n2NC(=O)c2ccc(C(C)(C)C)cc2)cc1` is entered as AHR activator: 2; MCL1 BIM primary: 4; pPAFAH FP inh: 5; Bcl-xL primary: 1; MEX-5 binding: 2.0; PAFAH1B2 inh: 1; GLD-1 RNA inh: 0; Fam108B inh: -1; PME-1 inh: -2

# 5 entries from above, with values under each structure.
# Sequence of screens – AHR activator | MCL1 BIM primary | pPAFAH FP inh | Bcl-xL primary | MEX-5 binding | PAFAH1B2 inh | GLD-1 RNA inh | Fam108B inh | PME-1 inh
Cc1cc(C)c(C(=O)C2OC(=O)C(C)(C)C(=O)C2(C)C)c(C)c1 (stereo unspecified)
    4 | 1 | 2 | 6 | 0.9 | 5 | 5 | -1 | 2
O=C(CSc1nc2ccccc2s1)CSc1nc2ccccc2s1
    10 | -3 | 27* | 0 | -0.7 | -7 | -6 | -1 | 0
Cc1cc2nncn2c(Cc2ccccc2)n1
    -5 | 5 | -8 | 5 | 1.8 | 5 | 4 | -8 | -3
COc1ccc(Cl)cc1NC(=O)Cn1nnc(C(=O)NCCc2ccc(OC)c(OC)c2)c1N
    2 | -5 | 4 | 0 | 2.5 | 4 | 9 | 0 | -1
Cc1onc(-c2ccccc2)c1C(=O)NC(=S)NNC(=O)c1ccccc1O
    5 | 13 | 5 | 13 | -1.7 | 10 | 7 | 3 | 4

# New compounds follow.
SMILES,AHR activator,MCL1 BIM primary,pPAFAH FP inh,Bcl-xL primary,MEX-5 binding,PAFAH1B2 inh,GLD-1 RNA inh,Fam108B inh,PME-1 inh
CCN(CC(=O)Nc1ccccc1C(F)(F)F)C(=O)c1ccc2c(=O)n3c(nc2c1)CCC3,-1,10,-2,5,.,3,3,.,-2
COc1cc(/C=N/NC(=O)Cc2ccccc2)cc([N+](=O)[O-])c1O,0,10,11,-1,1.2,8,3,0,5
CC1Cc2ccccc2N1C(=O)COC(=O)CCc1nc2ccccc2c(=O)[nH]1 (stereo unspecified),0,-15,2,-5,-0.9,1,0,2,3
Cc1cc(=O)[nH]c(N2CCN(Cc3ccccc3)CC2)n1,0,7,2,6,1.3,1,-2,-2,1
COc1ccc(-c2oc3ccc(N4CCOCC4)cc3c2C#Cc2ccc(N)cc2)cc1,95*,-3,17,4,1.0,3,1,8,9
CCOC(=O)C1=C(CSc2nc(C)ccc2C#N)OC(N)=C(C#N)C1c1cccc(OC)c1OC (stereo unspecified),16,8,1,10,3.7,-1,-5,2,-2
CCC(OC(=O)CC1Sc2ccccc2NC1=O)C(=O)NCC1CCCO1 (stereo unspecified),4,3,1,3,-1.5,6,-1,3,-1
CCN(CC)CCCOc1ccc(Cl)c(Cl)c1,1,32,3,36*,-1.6,-1,-1,-4,-5
COc1ccc(C2C3(C#N)C(N)=NC(OC)(OC)C23C#N)cc1 (stereo unspecified),12,16,6,15,-8.3,1,4,0,-6
CC(C)CCN(C(=O)COc1ccc(C#N)cc1)c1c(N)n(Cc2ccccc2)c(=O)[nH]c1=O,4,-3,-5,-2,1.2,.,7,0,1
O=C(NCc1ccccc1)NC1CCCCC1,5,2,2,4,-0.3,-3,-3,0,-2
CCCCNC(=O)Nc1ccccc1C(=O)Nc1ccc(OC)cc1,8,8,5,-1,1.2,-3,1,-2,-4
O=C(CN1C(=O)c2cccc3cccc1c23)N1CCN(c2cccc(Cl)c2)CC1,3,-1,0,5,0.9,4,-7,10,1
CCOc1ccccc1NC(=O)c1ccc2ccccc2c1,67*,1,1,6,3.6,3,-1,-1,-4
O=C(CN1CCOCC1)NCc1ccccc1Cl,0,-1,4,5,0.4,3,-3,-2,-1
O=C(C1CC1)N1N=C(c2ccc(F)cc2)CC1(O)C(F)(F)F (stereo unspecified),0,36,2,-4,2.2,-2,1,-1,-4
Cn1c(Cn2c(=O)sc3ccccc32)nnc1SCC(=O)NCC1CCCO1 (stereo unspecified),1,6,-2,1,-1.0,5,-4,1,-6
COC(=O)c1ccc(C(=O)OC)c(NC(=O)COC(=O)C2CCCCC2)c1,1,-7,5,3,3.9,-2,3,3,0
COc1ccc(OC)c(C(=O)N2CCCC(Nc3ccc(F)cc3)C2)c1 (stereo unspecified),-3,-6,-3,-7,-0.4,-1,-2,2,5
O=C1N=C(N2CCOCC2)S/C1=C/c1cc2c(cc1[N+](=O)[O-])OCO2,44,-2,4,3,0.7,8,-4,0,-1
Clc1ccc2oc(-c3cccnc3)nc2c1,4,4,7,1,-3.3,-3,0,0,0
O=C(CN1CCN(C(=O)c2ccco2)CC1)Nc1ccc(Cl)c(C(F)(F)F)c1,2,1,3,3,.,4,-2,-6,-1
CCOP(=O)(c1ccc(N(C)C)cc1)C(O)c1ccc(Cl)cc1 (stereo unspecified),0,1,1,0,0.4,2,1,-3,-5
CCCc1cc(=O)[nH]c(SCC(=O)NN(c2ccccc2)c2ccccc2)n1,-1,-3,4,5,-0.5,10,-11,-1,-4
Cc1ccc(C(=O)NCC(=O)NCc2cc(=O)n(C)c(=O)n2C)cc1,-1,-3,2,1,-1.8,-6,-5,-1,-1
COC(=O)c1cccc(Nc2nc(-c3ccncc3)nc3ccccc23)c1,5,9,-5,-4,-2.2,7,-7,-5,-6
COc1ccc(NC(=O)COC(=O)Cc2c(F)cccc2Cl)cc1OC,3,-5,-6,-5,-2.0,-1,2,-3,-8
COc1cc(OC)cc(C(=O)N[C@H](C(=O)NC2=NCCS2)C(C)C)c1,0,.,4,.,.,-3,-2,.,.
CC(=O)Nc1ccc(S(=O)(=O)Nc2ccc(S(=O)(=O)N3CCCC3)cc2)cc1,0,-5,10,4,0.0,-1,4,-1,4
CN(C)c1cccc(C(=O)NNC(=O)/C=C/c2cccs2)c1,20,14,-1,5,.,3,-3,.,1
COc1ccc(NC(=O)N(Cc2cc3cc(OC)ccc3[nH]c2=O)CC2CCCO2)cc1 (stereo unspecified),5,0,-2,2,0.4,5,-2,-7,4
Cc1ccc(Cl)cc1N(CC(=O)N1CCCCCC1)S(C)(=O)=O,1,1,5,0,1.9,8,1,1,-1
O=C(Nc1ccc(Cl)cc1)N1CCN(c2ccc3nnc(-c4ccc(F)cc4)n3n2)CC1,-4,3,-12,4,3.1,-7,3,-28,-40
NCCCCCc1nnc(SC/C=C/c2ccccc2)o1,-1,2,0,1,-1.1,8,6,4,1
O=[N+]([O-])c1ccc(SCc2c(F)cccc2Cl)nc1,-2,3,10,1,1.3,6,2,3,1
O=C(COc1cccc(F)c1)Oc1ccc(C(=O)c2ccccc2)cc1,0,-2,0,1,3.5,5,5,3,-12
COc1cc(C2c3c(-c4cc(C)cc(C)c4O)n[nH]c3C(=O)N2CCCO)cc(OC)c1OC (stereo unspecified),35,2,-3,7,-0.8,5,0,0,-5
CCOc1ccc(C2C(C#N)=C(N)Oc3cc(O)ccc32)cc1OCC (stereo unspecified),-1,-4,9,3,0.4,1,-3,-4,-2
CC(=O)Nc1cccc(NC(=O)CSc2nccn2Cc2ccco2)c1,8,11,-1,4,-1.4,-4,2,8,-3
Cc1ccc(Cn2ncc(Cl)c(Cl)c2=O)cc1,2,-3,7,2,-0.2,3,-2,2,-4
COc1ccc(Cc2nc3ccc(C(=O)NCCc4cccc(C)n4)cc3o2)cc1,-3,5,6,6,-2.6,11,1,0,-4
CN1[C@@H]2CC[C@H]1CC(OC(=O)c1c[nH]c3ccccc13)C2 (stereo partly specified),-4,12,1,5,-0.1,-3,0,-1,1
CCOc1ccc(Cc2nnc(SCC(N)=O)n2C)cc1,-4,17,2,4,-5.2,1,6,1,3
O=C(O)c1csc(-c2cccc(Cl)c2)n1,5,8,3,6,1.7,1,0,1,5
COc1ccccc1NC(=O)CSc1nnc(Cc2cc(=O)[nH]c(=O)[nH]2)n1-c1ccccc1,1,-2,8,4,-7.8,0,3,0,13
Nn1c(SCC(=O)Nc2ccc3c(c2)OCO3)nnc1-c1ccc(Cl)cc1,6,4,3,-1,3.0,2,-19,3,-1
O=C(NCc1ccccc1)c1ccc(NS(=O)(=O)c2cccs2)cc1,1,-4,2,6,.,-2,12,.,-10
O=C1CN(C(=O)COC(=O)c2cccc(Br)c2)c2ccccc2N1,0,11,4,11,.,8,3,.,4
O=C(CSc1cccc2cccnc12)N/N=C/c1ccncc1,14,-4,-3,-1,-1.0,1,2,3,-6
COc1ccc(CN2CC(=O)N(c3cc(Cl)ccc3OC)C2=S)cc1OC,1,5,6,3,0.2,0,3,-6,5
CCCCCCCCNc1nc(Cl)nc(NCc2ccco2)n1,1,-2,2,3,.,2,6,0,3
